Assay outcomes: PubChem BioAssay, several laboratories
PP5 primary: inhibitors of human protein phosphatase 5 (PP5) | P53041 | purified PP5c, OMFP substrate fluorescence | inhibition, % at 6.7 µM | 320,000 compounds, 0.18% hits | AID 1987;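 active means inhibition above the campaign's mean inhibition across all tested compounds plus 3 SD, cut at about 9.5% in these data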;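 further: 0% = DMSO only and 100% = 100 µM cantharidin control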
VLA-4 inh: inhibition in a human VLA-4 binding assay | P13612 | VLA-4 expressing cells, ligand binding flow cytometry | inhibition, % (about 7 µM as worked out from the volumes in the protocol) | 330,000 compounds, 0.2% hits; in the data active means inhibition above about 50%
JMJD2C inh: inhibitors of human GASC-1 (JMJD2C) demethylase | Q9H3R0 | GST-JMJD2C(1-420) H3K9me3 demethylation, DELFIA europium | inhibition, % at 2.35 µM | 330,000 compounds, 0.069% hits;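 active means more than half of a compound's replicate wells show inhibition beyond 50%, single wells judged on their own value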;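 further: signal counts dimethyl H3K9 product captured on neutravidin plate; 0% = median of DMSO wells and 100% = 0.3 times that DMSO median; strong numbers were not always called active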
procasp3 activ: activates human procaspase-3; recombinant procaspase-3 D3A, Ac-DEVD-pNA absorbance 405 nm; activation, % at 8.5 µM; 330,000 compounds, 0.11% hits; P42574; AID 463141;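 active means activation above the mean of all tested compounds plus 3 SD, cut at about 21% in these data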;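 further: 0% = DMSO alone and 100% = DMSO wells spiked with extra 5 µM PC-3 D3A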
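Evaluation: percent activation relative to control range; Material: Procaspase-3 D3A mutant, all three cleavage aspartates alanine; Compound: single dose, 8.5 µM nominal compound, 0.8% DMSO; Replication: one well per compound; Signal: absorbance at 405 nm, 0 and 120 min; Schedule: 1 h preincubation plus 2 h reaction at 25 °C.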
CTSL1 counter: blocks F. hepatica cathepsin L1 in PFM18AAP counter-screen | 300,000 compounds, 0.49% hits | recombinant F. hepatica cathepsin L1, Z-Leu-Arg-MCA fluorescence | AID 1906 | inhibition, % at 5.96 µM;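 active means inhibition above the mean of all tested compounds plus 3 SD, set per screening campaign, cut at about 17% in these data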;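 further: 0% = plate median of test compound wells and 100% = 1 µM Z-Phe-Ala-diazomethylketone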
HCV core dimer: HCV core protein dimerization inhibition | TR-FRET GST/Flag-core106 dimerization, 1536-well | inhibition, % at 5 µM | 300,000 compounds, 0.33% hits;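 active means inhibition above the mean of all tested compounds plus 3 SD, set per screening campaign, cut at about 45% in these data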
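System – GST-tagged and Flag-tagged HCV core protein residues 1-106 · Repeats – one well for each compound · Technique – TR-FRET 671 and 617 nm emission · Doses – one concentration, 5 µM, in 0.5% DMSO · Times – 4 h, 22.5 °C incubation · Also added – Eu donor and XL665 acceptor anti-tag antibodies · Measure – percent inhibition of core106 dimerization signal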
PP1 counter: blocks human PP1-alpha phosphatase, a PP5 counter-screen; P62136; inhibition, % at 6.7 µM; AID 2235; 320,000 compounds, 0.9% hits; purified PP1alpha, OMFP fluorescence;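 active means inhibition above the mean inhibition of all tested compounds plus 3 SD, computed separately for each screening campaign, cut at about 15% in these data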
Target sequence (P62136 whole entry, looked up): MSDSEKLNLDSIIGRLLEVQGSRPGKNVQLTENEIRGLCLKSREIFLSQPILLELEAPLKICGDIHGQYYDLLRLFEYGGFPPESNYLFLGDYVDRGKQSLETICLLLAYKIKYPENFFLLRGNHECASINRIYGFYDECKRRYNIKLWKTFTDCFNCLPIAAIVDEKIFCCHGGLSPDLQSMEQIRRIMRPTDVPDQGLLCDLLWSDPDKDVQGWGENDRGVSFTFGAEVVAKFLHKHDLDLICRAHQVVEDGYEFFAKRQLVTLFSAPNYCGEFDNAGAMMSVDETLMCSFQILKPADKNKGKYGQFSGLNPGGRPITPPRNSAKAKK
proCasp7 act: counter-screen for procaspase-3 activators: activators of human procaspase-7; recombinant procaspase-7, Ac-DEVD-pNA absorbance 405 nm; D23A/D198A/D206A triple mutant, cannot self-cleave; scale: DMSO 0, 5 µM enzyme 100; AID 463210; activation, % at 8.5 µM; 330,000 compounds, 0.093% hits;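 active means percent activation above the screen-wide mean plus 3 SD, cut at about 25% in these data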
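Detection: p-Nitroaniline absorbance at 405 nm, read at 0 and 120 min; system: Uncleavable procaspase-7 mutant enzyme; evaluation: % activation from two-timepoint absorbance difference, scaled to controls; times: 1 h enzyme–compound preincubation and 2 h substrate reaction, both 25 °C; buffer or medium: Zinc-free HEPES pH 7.4 with 300 mM NaCl, 0.01% Triton X-100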
GRK2 aptamer HTS: inhibitors of human GRK2 displacing RNA aptamer. P25098. bead flow cytometry, FAM-aptamer displacement from GRK2. inhibition of aptamer binding, % at 10 µM. 330,000 compounds, 0.59% hits;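 active means inhibition of aptamer binding above 40%, roughly 3 SD of noise, on plates passing a quality check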;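 further: median bead fluorescence of bound FAM aptamer so fluorescent compounds give negative values; no value below 0 was filed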
Target sequence (P25098 whole entry, looked up): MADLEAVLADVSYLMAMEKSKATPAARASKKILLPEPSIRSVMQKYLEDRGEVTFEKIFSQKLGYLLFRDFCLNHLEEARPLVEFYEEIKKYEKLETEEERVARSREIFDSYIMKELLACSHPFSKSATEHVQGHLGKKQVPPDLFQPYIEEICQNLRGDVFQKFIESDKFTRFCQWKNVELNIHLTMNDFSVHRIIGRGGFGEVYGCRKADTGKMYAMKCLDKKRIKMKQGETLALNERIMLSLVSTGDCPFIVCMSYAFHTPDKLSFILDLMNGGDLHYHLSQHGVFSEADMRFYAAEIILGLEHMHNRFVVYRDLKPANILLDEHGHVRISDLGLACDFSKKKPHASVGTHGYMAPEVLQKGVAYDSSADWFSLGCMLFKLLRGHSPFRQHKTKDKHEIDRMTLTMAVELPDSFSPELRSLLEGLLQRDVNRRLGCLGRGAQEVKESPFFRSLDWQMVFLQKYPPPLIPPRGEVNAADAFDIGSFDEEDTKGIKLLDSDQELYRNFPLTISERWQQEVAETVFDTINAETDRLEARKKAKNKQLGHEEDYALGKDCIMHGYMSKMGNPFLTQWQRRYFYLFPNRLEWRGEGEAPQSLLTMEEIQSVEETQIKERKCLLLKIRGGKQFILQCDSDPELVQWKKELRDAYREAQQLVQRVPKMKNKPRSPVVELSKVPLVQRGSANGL
* marks the source's active call; other numbers are inactive results; nt = not tested or not shown. The order is random; about 2.6% have a hit in one of these screens.

SMILES	PP5 primary	VLA-4 inh	JMJD2C inh	procasp3 activ	CTSL1 counter	HCV core dimer	PP1 counter	proCasp7 act	GRK2 aptamer HTS
O=C(CC(C(=O)N1CCc2ccccc21)n1ccnc1)NCc1cccnc1 (centres undefined)	2.3	-2	-2	0	1	1	-3	3	1
Cc1ccc(NS(=O)(=O)c2ccc(NC(=O)C3CCCO3)cc2)cc1 (centres undefined)	1.2	-9	4	11	1	6	-1	8	0
Cn1cnnc1Sc1ccc(C(=O)NCCC23CC4CC(CC(C4)C2)C3)cc1[N+](=O)[O-]	4.5	18	-20	7	-3	3	4	-2	0
CC1=C(C(=O)Nc2ccc(C)cc2C)C(c2cccs2)NC(=S)N1 (centres undefined)	0.2	2	-22	-13	-1	-2	0	5	3
O=c1[nH]c2ccccc2[n+]([O-])c1-c1ccccc1	-2.0	-24	10	0	-2	4	-2	-3	1
Cc1cc(C(F)F)nn1CC(=O)NCc1ccccc1F	2.4	9	4	-4	-4	-4	-2	7	2
CCOc1ccc(CCNC(=O)C2CC(=O)N(Cc3ccc(OC)cc3)C2)cc1OCC (centres undefined)	1.2	2	2	3	2	-5	-2	-8	8
CC(C)Nc1nc(NC(C)C)nc(NS(=O)(=O)c2ccc(N)cc2)n1	2.6	9	-3	3	-1	-5	-3	3	2
O=C(c1ccc(-n2cncn2)c([N+](=O)[O-])c1)N1CCN(S(=O)(=O)c2ccccc2Br)CC1	-0.4	3	-3	5	1	1	-4	-3	1
N=C1/C(=C\c2ccc(SCc3ccco3)o2)C(=O)N=C2SC=NN12	1.5	-8	-11	-17	5	2	5	-3	3
O=C1C=C(c2ccc(OC(F)(F)F)cc2)C[C@@H](c2ccc(F)cc2)C1	4.5	-4	-1	6	nt	nt	5	8	4
FC(F)(F)c1nnc(-c2ccccc2)nc1Oc1ccc(Cl)cc1Cl	2.0	-7	-16	2	0	6	-1	1	0
C[C@@H]1COC(=O)[C@H](Cc2ccc(F)cc2)C/C=C\C[C@@H](CC(=O)N[C@H](CO)Cc2ccccc2)C(=O)N1	nt	-2	18	2	nt	nt	nt	6	0
CCn1c(C)cc(O)cc1=O	2.0	5	-5	-1	-2	-4	-1	0	1
CC(=O)CC(=O)Nc1ccccc1NC(C)=O	1.4	5	-5	-2	2	2	-1	-1	3
CCOC1OC(=O)C(Cl)=C1Nc1ccc(C)cc1 (centres undefined)	3.4	1	15	-1	-5	-2	0	4	5
COc1ccc(N2C(=O)CSCC2=O)cc1OC	0.0	0	3	13	-2	0	-2	8	0
Cc1nc(CNS(=O)(=O)c2cc([N+](=O)[O-])ccc2C)cs1	-0.5	-3	-2	-4	-4	-6	3	1	0
COC(=O)c1cn(NC(=O)C2CCCO2)c(=O)c2ccccc12 (centres undefined)	0.5	-4	0	-1	-2	1	-2	2	0
COc1ccc(CN2CCN(CCC(C)C)C(CCO)C2)cc1Cn1cncn1 (centres undefined)	4.4	3	-1	-1	1	0	0	-7	0
O=C(COC(=O)c1cc[n+]([O-])cc1)NCCc1ccc(Cl)cc1Cl	0.6	9	-7	6	-6	-1	-1	2	0
C=CCNc1nc(-c2c(C)nc3ncccn23)cs1	2.1	6	5	-1	-1	-2	-3	7	0
NS(=O)(=O)c1ccc(CNC(=O)c2cc(-c3ccccc3)nc3ccccc23)cc1	2.9	-6	-4	-4	5	3	-4	1	0
COC(=O)c1ccccc1NC(=O)N1CCCC1	-0.4	4	-5	-3	1	-2	-2	6	1
O=C(CCn1c(=O)[nH]c2ccccc2c1=O)NCCSCc1ccccc1	-2.1	-1	-10	3	0	6	-3	2	5
OC(CNCCC(c1ccccc1)c1ccccc1)COc1ccccc1 (centres undefined)	3.2	4	-17	3	0	-9	3	6	0
COc1cccc(C(c2c(NC(=O)c3ccccc3)sc(C)c2C)N2CCN(C)CC2)c1 (centres undefined)	1.2	9	3	16	1	7	4	0	0
c1cncc(-c2nc3c(ccc4ccccc43)[nH]2)c1	1.4	-51	-3	6	2	3	0	-5	0
COc1ccc(-c2cc3ccccc3nc2N)cc1OC	1.5	6	0	2	-16	1	-3	4	1
CCN(CCCNC(=O)c1cc2c(-c3cccc(OC)c3)nn(C)c2s1)Cc1ccccc1	2.8	20	0	1	6	-10	2	2	0

Molecules from the list above containing an aryl thioether with sulfur outside any ring:
SMILES	PP5 primary	VLA-4 inh	JMJD2C inh	procasp3 activ	CTSL1 counter	HCV core dimer	PP1 counter	proCasp7 act	GRK2 aptamer HTS
Cn1cnnc1Sc1ccc(C(=O)NCCC23CC4CC(CC(C4)C2)C3)cc1[N+](=O)[O-]	4.5	18	-20	7	-3	3	4	-2	0
N=C1/C(=C\c2ccc(SCc3ccco3)o2)C(=O)N=C2SC=NN12	1.5	-8	-11	-17	5	2	5	-3	3

Following part.
SMILES	PP5 primary	VLA-4 inh	JMJD2C inh	procasp3 activ	CTSL1 counter	HCV core dimer	PP1 counter	proCasp7 act	GRK2 aptamer HTS
CCc1ncc(C)[nH]1	2.4	-4	33	-2	1	4	0	2	1
COC(=O)Nc1ccc(S(=O)(=O)N2CCCCC2C(=O)NCc2ccco2)cc1 (centres undefined)	3.8	-16	0	-5	0	5	-3	-7	0
Cc1ccccc1C1=NC(C(F)(F)F)(C(F)(F)F)c2c(n(C)c(=O)n(C)c2=O)N1	-1.4	19	2	0	-2	7	-1	0	0
C=CC[C@@H](CC(=O)N(CCO)Cc1ccccc1)C(=O)N[C@@H](COC(=O)[C@@H](CC=C)Cc1ccc(F)cc1)Cc1ccccc1	nt	-14	nt	-1	nt	nt	nt	15	1
COc1ccc(NC(=O)C2=C(C)NC(=O)NC2c2ccccc2[N+](=O)[O-])cc1 (centres undefined)	-0.6	8	2	2	-1	-2	-5	-1	3
COCCCNC(=O)c1ccc(Cn2c(=O)c3ccccc3n(CC(=O)NCCc3ccc(OC)c(OC)c3)c2=O)cc1	-0.5	-5	-4	-6	-4	1	-6	8	2
CC(/C=N/NC(=O)Cn1nnc(N)n1)=C\c1ccc(C(C)C)cc1	-0.6	-6	9	-7	8	11	9	-5	0
CN(c1ccccc1)S(=O)(=O)c1ccc(C(=O)Nc2nccs2)cc1	1.8	-24	-10	2	-1	-3	2	5	0
COc1cccc(C(=O)N2CCN(Cc3cn[nH]c3-c3ccc(F)cc3F)CC2)c1	-3.2	13	9	-5	-3	-1	-5	-11	1
Cc1cc(O)c(/C=N/Nc2ccccc2)c(=O)o1	-0.9	8	-3	-1	-4	-34	-1	4	2
CN(C)CCN(C(=O)c1ccccc1Cl)c1nc2c(Cl)cccc2s1	4.1	12	0	1	0	-8	-1	0	0
CNC(=O)c1cc2cc(OC)ccc2oc1=O	-0.8	-8	-4	-4	-1	-1	1	1	0
CN(C)c1nc(Oc2ccc(C(=O)OCC(=O)Nc3ccccc3)cc2)nc(N(C)C)n1	3.9	20	0	-3	-1	3	2	8	0
Cc1cccc(NC(=O)c2ccc(NCCO)c([N+](=O)[O-])c2)n1	-1.4	4	17	-3	-1	-8	-4	3	2
Cn1nc(C(=O)OCC(=O)NCCc2ccccc2)c2ccccc2c1=O	-0.1	-3	0	3	-9	-1	-5	-2	3
CCC1CCCCN1C(=O)COC(=O)CN(C)S(=O)(=O)c1ccc(NC(C)=O)cc1 (centres undefined)	-0.2	2	0	9	5	-2	-5	1	0
O=c1c(Cc2ccc(Cl)cc2Cl)c(O)ccn1CCCN1CCOCC1	0.5	-1	4	4	3	-4	0	1	0
CCCCc1nc2cc(C(=O)NC(C)c3cnn(C)c3)ccc2o1 (centres undefined)	1.3	11	-2	-5	-3	-4	-2	1	2
c1ccc(C2CC3CC(c4ccccc4)N2O3)cc1 (centres undefined)	1.0	1	-2	-4	0	2	-2	-4	2
Cc1nc2ccccc2nc1SCC(=O)N1CCC(C)CC1	0.9	-19	0	-9	10	13	4	5	5
CC1(C)CC(=O)C(C=NCCN2CCN(C3CC(=O)N(c4ccc(F)cc4)C3=O)CC2)=C(O)C1 (centres undefined)	0.4	-4	-7	-9	-1	1	-2	-3	0
O=C(CSc1nnc2ccccn12)NNC(=O)c1ccccc1	-1.4	-6	-5	7	-3	-3	-6	5	0
COc1cc(/C=N/NC(=O)CCOc2ccccc2C)cc(Br)c1O	0.2	-1	26	-2	-2	-12	-3	-12	0
COc1ccc(OCC(NS(=O)(=O)c2ccc(-n3cnnn3)cc2)C(C)C)cc1 (centres undefined)	-4.8	4	-34	-10	3	-12	-8	-8	3
COc1ccccc1-c1c(C(F)(F)F)oc2cc(OC(=O)c3cccc([N+](=O)[O-])c3C)ccc2c1=O	0.5	14	-33	-3	2	5	-1	9	1
COc1cc(NC(=O)C(=O)NCCN(C)C)c(OC)cc1Cl	2.0	-6	1	1	8	-2	-4	5	0
Cc1cccc(C(=O)OCC(=O)NC(=O)Cc2ccccc2)c1O	1.9	4	-1	6	-5	-2	3	-3	0
CC1=Nc2cc(C(=O)O)ccc2Sc2ccc(C)cc21	-4.3	2	7	1	2	6	-1	9	0
CCC1Oc2ccccc2C(=O)N(CC(=O)c2ccc3c(c2)OCCO3)C1=O (centres undefined)	2.5	8	4	7	4	7	-1	-6	0
O=C(NC(=S)NCc1cccnc1)c1ccccc1	0.4	-5	5	2	-2	-11	2	-7	100*
Cc1cc(C)n(Cc2cccc(C(=O)N/N=C/c3ccncc3)c2)n1	-1.2	0	30	8	-3	-1	-2	-6	0
CN(C)S(=O)(=O)c1cccc(NC(=O)CCSc2ccc(Cl)cc2)c1	-0.4	2	12	3	2	-3	-1	3	0
CCCNC(=O)c1nc2ncc(Br)cn2n1	1.0	7	4	7	-5	-1	-1	-11	0
CC(=O)Nc1ccc(S(=O)(=O)N2CCN(C(=O)c3ncoc3-c3ccccc3C)CC2)cc1	-1.0	1	-10	-2	-1	-2	0	6	0
c1ccc2c(c1)nc(Nc1ccc3c(c1)OCO3)c1nnnn12	3.7	-33	-5	-3	0	17	-2	-11	0
CN(C)c1oc(-c2ccccc2Cl)nc1C#N	1.3	5	-1	10	-4	-6	1	6	5
Cc1cc(-c2nsc(=O)o2)c(S(C)(=O)=O)s1	0.5	-4	-6	-8	2	-4	-5	-30	0
Cc1cccc2c(-c3ccccc3)cc(=O)[nH]c12	-1.7	8	14	-1	0	0	-1	-4	3
Cc1cccn2c(=O)c3cc(C#N)c(=NC(=O)c4ccco4)n(Cc4ccco4)c3nc12	1.9	2	8	-15	1	27	-2	-11	15
COc1ccc(C(=O)CC(SCC(NC(C)=O)C(=O)O)c2ccc(Cl)cc2)cc1OC (centres undefined)	1.5	14	-6	-2	4	8	0	-1	0

Pulled by compound from above:
SMILES	PP5 primary	VLA-4 inh	JMJD2C inh	procasp3 activ	CTSL1 counter	HCV core dimer	PP1 counter	proCasp7 act	GRK2 aptamer HTS
CN(C)S(=O)(=O)c1cccc(NC(=O)CCSc2ccc(Cl)cc2)c1	-0.4	2	12	3	2	-3	-1	3	0
c1ccc2c(c1)nc(Nc1ccc3c(c1)OCO3)c1nnnn12	3.7	-33	-5	-3	0	17	-2	-11	0
